High-throughput results deposited in PubChem BioAssay by National Center for Advancing Translational Sciences (NCATS).
JMJD2A Tudor inh: inhibitors of human JMJD2A Tudor domain. O75164. Potency, µM (series often up to 114 µM), for the others: at the highest dose activity change, negative = inhibition, hits mostly inhibitors. AlphaScreen JMJD2A-Tudor / H3K4me3 peptide binding. hit rate 4.4% among 390,000; also: potency is read from the fitted curve at half-maximal effect; % is scaled to controls: 0 for no effect and ±100 for the full control effect; nearly all actives have a fitted effect of over 50% in size
ERG-DNA inh: ERG Ets/DNA interaction inhibition; P11308; fluorescence polarization, His-ERG Ets domain / labelled DNA; Potency, µM (titrated, usually from 76.9 µM), for inactives: top-dose FP activity, negative = inhibition, actives largely listed as inhibitors; hit rate 0.028% among 370,000; AID 624246; active = well fitted inhibition curve with a large enough effect in the polarisation, with a control signal flat; inconclusive = small, poorly fitted or top-dose-only effect, or effect the other way, or a change in a side signal; inactive = no such curve, though single readings can be large or run the other way; the % refers to the polarisation;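 also: polarization taken with two DNA probes labelled with fluorescein and Texas red; potency is read from the fitted curve at half-maximal effect; % of control where 0% means no effect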
Target sequence (P11308 whole entry, looked up, the tested form may be a part): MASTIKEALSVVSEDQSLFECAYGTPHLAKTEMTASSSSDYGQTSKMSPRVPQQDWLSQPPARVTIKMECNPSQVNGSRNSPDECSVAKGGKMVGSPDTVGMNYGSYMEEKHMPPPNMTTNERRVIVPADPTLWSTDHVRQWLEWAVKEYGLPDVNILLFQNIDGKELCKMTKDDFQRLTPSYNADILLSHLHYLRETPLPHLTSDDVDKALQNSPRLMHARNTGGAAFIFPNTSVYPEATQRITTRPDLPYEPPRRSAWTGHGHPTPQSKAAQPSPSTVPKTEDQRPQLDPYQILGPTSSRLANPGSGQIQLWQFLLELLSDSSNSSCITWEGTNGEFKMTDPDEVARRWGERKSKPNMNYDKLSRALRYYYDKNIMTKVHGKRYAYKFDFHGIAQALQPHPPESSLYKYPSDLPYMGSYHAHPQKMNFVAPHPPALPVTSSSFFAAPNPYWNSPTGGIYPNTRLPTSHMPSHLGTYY
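His-tagged ERG Ets domain (1 uM in the protein solution; 300mM KCl, 50mM Tris-HCl, 1mM EDTA, 1mM DTT, pH 7.5) received compound, then a probe mix of 5 nM fluorescein-DNA and 100nM Texas-615-DNA. Fluorescence polarization was read for both dyes.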
GLS inhibitor: glutaminase GLS (human) inhibition. O94925. GLS enzymatic activity, qHTS titration. Potency, µM (highest dose often 45.5 µM), without a hit: at the top dose activity change, negative = inhibition, most hits filed as inhibitors. hit rate 0.21% among 410,000. AID 624170; also: potency is read from the fitted curve at half-maximal effect; % is scaled to controls: 0 for no effect and ±100 for the full control effect
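Compounds were pin-transferred onto hKGA, after which L-glutamine (1 mM solution) and a detection mix of glutamate oxidase, HRP and Amplex Red were added. Initial and 30 min RT fluorescence reads were collected.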
PI4K2A inh: PI4K2A (human) kinase inhibition. hit rate 0.13% among 420,000. purified PI4K2A, ADP-Glo luminescence, 1 h; hits give low values. activity change, negative = inhibition, % at 76.9 µM. AID 1346378. Q9BTU6; in the data active = activity change below about -50%; inconclusive = mostly about -30% to -49%;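 also: -100% = wells without enzyme as full effect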
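ADP-Glo luminescence measured ADP generated by PI4K2A enzyme (4 ug/mL before mixing) with 1.2 mM PI substrate (pre-mix) and 300 microM ATP (pre-mix). Tris pH7.5 buffer with MgCl2, Triton X-100; 1 h reaction at ambient temperature.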
BAZ2B block: blocks human BAZ2B. AlphaScreen BAZ2B-H3K14Ac peptide displacement. hit rate 4.4% among 360,000. Potency, µM (top dose mostly 114 µM), for the others: top-dose activity change, negative = inhibition, usual class: inhibitors; also: potency is read from the fitted curve at half-maximal effect; % is scaled to controls: 0 for no effect and ±100 for the full control effect; nearly all actives have a fitted effect of over 60% in size
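AlphaScreen displacement of biotin-H3(5-23)K14Ac peptide (50 nM final) from BAZ2B (50 nM final) in PBS pH 7.4, 0.01% Tween-20; complex preformed 30 min RT, then compounds (top 110 uM) 30 min RT, beads 20 min dark.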
Pin1 inh: blocks the human prolyl isomerase Pin1; Q13526; Pin1 FP peptide displacement, HiFluor488, 10 min; Potency, µM (series often up to 115 µM), inactives show top-dose activity, negative = inhibition, most hits filed as inhibitors; hit rate 0.009% among 390,000; AID 504891; active = well fitted inhibition curve with a large enough effect in the polarisation, with a control signal flat, not every such curve was filed as active; inconclusive = small, poorly fitted or top-dose-only effect, or effect the other way, or a change in a side signal; inactive = no such curve, though single readings can be large or run the other way; the % refers to the polarisation; also: potency is read from the fitted curve at half-maximal effect; % is scaled to controls: 0 for no effect and ±100 for the full control effect
Target sequence (Q13526 whole entry, looked up): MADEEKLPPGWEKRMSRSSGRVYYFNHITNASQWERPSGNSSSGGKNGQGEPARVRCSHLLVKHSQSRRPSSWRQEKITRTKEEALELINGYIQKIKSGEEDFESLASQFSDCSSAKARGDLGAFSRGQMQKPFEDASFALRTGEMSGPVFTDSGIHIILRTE
G9a block: inhibitors of human histone lysine methyltransferase G9a; AID 504332; G9a H3K9 monomethylation, AlphaScreen, 2 h; Potency, µM (series often up to 102 µM), for the others: at the highest dose activity, negative = inhibition, hits mostly inhibitors; hit rate 8.8% among 350,000; also: potency is read from the fitted curve at half-maximal effect; % is scaled to controls: 0 for no effect and ±100 for the full control effect; nearly all actives have a fitted effect of over 75% in size
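Methyltransferase reactions run at room temperature for 2 h (20 nM enzyme, 500 nM biotin-H3K9 peptide, 20 uM SAM) after a 15 min compound preincubation; product detected by AlphaScreen beads and anti-H3K9me1 antibody.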
PGK inhibitor: T. brucei PGK inhibition; P07378; PGK/GAPDH coupled, Kinase-Glo luminescence, 60 min; Potency, µM (titrated, usually from 57.5 µM), for inactives: at the top dose activity change, negative = inhibition, most hits filed as inhibitors; hit rate 0.043% among 380,000; AID 602233; also: potency is read from the fitted curve at half-maximal effect; % is scaled to controls: 0 for no effect and ±100 for the full control effect; nearly all actives have a fitted effect of over 60% in size
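Recombinant glycosomal PGK reaction used 1,3-bisphosphoglycerate generated in-well by GAPDH (100nM final) in 100mM TEA pH 7.6, 5mM MgCl2, 0.01% Tween-20. After 60 minutes at room temperature, ATP was read by Kinase-Glo Plus luminescence end-point.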
HP1b binding inh: blocks HP1-beta chromodomain binding to methylated histone tails | P83916 | AlphaScreen HP1-beta / biotin-H3K9me3 peptide binding | Potency, µM (doses to about 114 µM), inactives show at the top dose activity change, negative = inhibition, most hits filed as inhibitors | hit rate 0.56% among 390,000; also: potency is read from the fitted curve at half-maximal effect; nearly all actives have a fitted effect of over 70% in size; inactives centre near 23
Target sequence (P83916 whole entry, looked up): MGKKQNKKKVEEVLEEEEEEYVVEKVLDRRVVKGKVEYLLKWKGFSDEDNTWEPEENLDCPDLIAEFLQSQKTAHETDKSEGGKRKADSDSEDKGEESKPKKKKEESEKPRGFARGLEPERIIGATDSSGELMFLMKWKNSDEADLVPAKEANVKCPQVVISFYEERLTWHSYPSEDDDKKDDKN
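HP1-beta protein (50 nM final) preincubated 30 min at room temperature with biotinylated H3(1-18)K9me3 peptide (50 nM) in PBS pH 7.4, 0.01% Tween-20, then compound added for 30 min. AlphaScreen streptavidin donor/nickel chelate acceptor beads (10 ug/mL final), 30 min dark, luminescence read.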
Active calls of the source: *; i = inactive; ? = inconclusive; . = no result given; [ ] = another dose, or the depositor's remark. Unless noted, calls follow the shape of the dose curve; as a rule, active = well fitted curve in the direction sought with a large enough effect; inconclusive = small, poorly fitted or top-dose-only effect, or another doubt; inactive = no such curve, though single readings can be large; an effect the other way counts as inactive or inconclusive.

entry | compound | GLS inhibitor | PI4K2A inh | Pin1 inh | BAZ2B block | JMJD2A Tudor inh | HP1b binding inh | ERG-DNA inh | PGK inhibitor | G9a block
1 | CSc1ccc(C(=O)NC2CCSc3ccccc32)cc1 (stereo unspecified) | -7.6% | -3.2 | -3.2% | 4.9% | -4.5% | 1.9% | -13.1% | -7.0% | 18.6%
2 | COC(=O)/C(C#N)=C/c1c(N2CCN(c3cccc(Cl)c3)CC2)nc2c(C)cccn2c1=O | 0.2% | 0.7 | ? | -28.9% | ? | -4.3% | -1.7% | 0.0% | -19.5%
3 | Cn1c(COc2ccc(Cl)cc2)nnc1SCc1ncc(-c2ccccc2)o1 | 15.8% | 6.0 | ? | -28.8% | -32.4% | 21.2% | 11.5% | -4.9% | ?
4 | CCOC(=O)c1cc2c(=O)n3ccccc3nc2n(Cc2ccco2)c1=NC(=O)c1cccnc1 | 6.9% | -11.7 | ? | ? | ? | 12.4% | -1.0% | i | 56.2µM*
5 | Cc1cc(C)cc(C(=O)OCC(=O)N2CCCC2)c1 | 0.0% | 2.5 | -7.4% | 0.0% | -16.4% | -3.5% | -9.3% | i | 8.7%
6 | CC(C(=O)OCC(=O)c1ccc(F)cc1)N1C(=O)C2C3C=CC(C3)C2C1=O (stereo unspecified) | 9.3% | 0.9 | 2.4% | 12.3% | -12.1% | -14.0% | -3.4% | -3.5% | 22.4%
7 | COc1ccc(-c2[nH]ncc2CN(CC2CCC(=O)N2)C(C)C)cc1F (stereo unspecified) | 15.2% | 103.2 | 5.4% | -9.9% | ? | -14.4%[57 µM] | 1.5% | 3.9% | ?
8 | CCCc1nnc(NC(=O)NCCN2C(=O)C3C4C=CC(C4)C3C2=O)s1 (stereo unspecified) | -8.4% | -2.6 | -16.8% | 0.9% | -10.3% | 38.4% | 4.5% | i | 9.6%
9 | Cc1ccc(Cn2ccc(NC(=O)CCSc3nc(-c4ccco4)cc(C(F)(F)F)n3)n2)cc1 | -14.7% | 13.8 | 3.4% | -6.1% | -18.4% | 49.5%[activator] | -2.0% | -1.6% | -36.4%[59 µM]
10 | Cc1c(C(=O)Nc2ccc(-n3cnnn3)cc2)oc2ccccc12 | 6.5% | 0.2 | 1.5% | . | -15.1% | 6.9% | . | . | 12.6%[59 µM]
11 | COC(=O)c1ccccc1S(=O)(=O)N1CCC(c2nc3ccccc3o2)CC1 | -13.7% | 5.7 | 14.1% | 8.6% | -7.6% | 29.4% | 0.7% | i | 1.7%
12 | Cc1nnc(NC(=O)C2CCN(c3nnnn3-c3ccccc3)CC2)s1 | 1.1% | 3.1 | 10.0% | -8.2% | -3.7% | 32.3% | 1.0% | -1.2% | ?
13 | CC1CN(c2ccccc2)c2nc3c(c(=O)[nH]c(=O)n3C)n2C1 (stereo unspecified) | -10.0% | 4.6 | -1.6% | 0.5% | -7.0% | 16.1% | 13.1% | -9.5% | -10.3%[2.33 µM]
14 | CCOC(=O)c1ccccc1OC(=O)CS(=O)c1ccccc1[N+](=O)[O-] (stereo unspecified) | -3.4% | 4.7 | -50.2% | -34.8% | -13.3% | 38.8% | -4.8% | -8.6% | 39.8µM*
15 | O=C1NC2=C(C(=O)c3ccccc32)C(c2ccccc2)N1 (stereo unspecified) | 6.7% | 0.6 | -5.9% | -2.2% | -1.1% | 16.1% | . | -7.1% | ?
16 | Cc1cc(C)c(N)c(C(=O)O)c1 | 1.9% | 1.7 | 1.5% | 0.2% | -10.6% | 41.1%[activator] | 4.6% | -3.3% | -1.6%[12.7 µM]
17 | COC(=O)c1cc(=O)nc2sccn12 | 2.4% | -3.6 | -7.7% | ? | 3.1% | 31.1% | -8.3% | -7.9% | 13.3%
18 | CC[C@@]1(C(=O)OC)N[C@H](CN(C)S(=O)(=O)c2ccc(C(F)(F)F)cc2)[C@@H]2C(=O)N(C)C(=O)[C@@H]21 | 3.4% | 2.5 | 0.1% | . | -10.8% | 62.6%[activator] | -3.0% | -0.9% | .
19 | Cc1c(C2=CCN(S(=O)(=O)c3ccc(Cl)cc3)CC2)c2ccccc2n1C | 5.8% | 0.7 | 27.6% | ? | ? | -7.3% | 0.6% | -3.9% | 44.7µM*
20 | CCOCC(=O)NC1CCc2cc(OC(=O)COCC)c(OC)c(OC)c2-c2ccc(SC)c(=O)cc21 (stereo unspecified) | 7.6% | 2.2 | 4.0% | . | -7.6% | 51.5%[activator] | . | -2.3% | .
21 | CC(=O)Nc1ccc(NC(=O)C(C)Sc2n[nH]c(-c3cccs3)n2)cc1 (stereo unspecified) | -1.0% | -3.5 | -1.1% | 10.9% | -8.4% | 36.7%[activator] | -4.4% | 0.0% | 19.9%[12.7 µM]
22 | Cc1ccc(S(=O)(=O)N2CCN(Cc3ccsc3)CC2)cc1 | 10.4% | -0.6 | -11.4% | -17.4% | -0.8%[11.4 µM] | 21.5% | -1.4% | -5.1% | 11.1%
23 | O=C(Cc1ccccc1)N1CCN(c2ncccn2)CC1 | -2.8% | -3.1 | -2.9% | 7.0% | 0.7% | 44.7%[activator] | -7.3% | -1.0% | 0.1%
24 | Cc1cc(C)nc(-n2nc(C)cc2NC(=O)CN2CCC(C)CC2)n1 | 1.3% | -4.5 | -0.4% | 11.1% | -15.7% | 37.0% | . | -4.9% | -14.5%
25 | Cc1ccc(C(=O)NCc2ccccn2)cc1S(=O)(=O)N1CCOCC1 | 2.4% | -4.9 | 2.0% | -4.1% | -7.5% | 35.7% | 5.6% | i | -1.0%[59 µM]
26 | O=C(Cc1csc(Nc2nc(=S)[nH]c3ccccc23)n1)N1CCN(c2cccc(C(F)(F)F)c2)CC1 | -4.0% | -1.5 | -1.1% | 3.8% | -16.9% | 18.6% | -6.3% | -3.9% | 21.2%
27 | CC(Oc1ccccc1)C(=O)N=Nc1c(O)[nH]c2ccc(Br)cc12 (stereo unspecified) | 3.5% | 2.6 | 12.0% | . | -14.1% | 10.4% | 10.0% | -4.7% | -0.5%
28 | COc1cc(C(=O)Nc2ccc(S(=O)(=O)N(C)c3ccccc3)cc2)cc(OC)c1OC | 4.1% | 2.3 | -0.5% | -5.5% | -11.8% | 21.3% | 0.6% | 2.3% | 9.6%[59 µM]
29 | O=C(NC1CCN(Cc2ccccc2)CC1)c1cc(S(=O)(=O)Nc2ccc(F)cc2)ccc1Cl | 20.2% | -2.4 | 0.9% | 7.3% | -21.9% | 11.0% | -6.5% | i | 11.8%
30 | CC1(C)SC2c3ccccc3C(=O)N2[C@@H]1C(=O)NC1CCCC1 (stereo partly specified) | -7.2% | 0.7 | -6.4% | -20.2% | -2.1% | 52.6%[activator] | -12.1% | -3.7% | 8.3%
31 | C=CCN(CC=C)C(=O)CN1C(=O)NC(c2ccccc2)(c2ccccc2)C1=O | 0.0% | -4.8 | -10.3% | -15.4% | -4.8% | 18.5% | ? | -13.9% | -17.6%
32 | COc1ccc(CCn2c(-c3ccc(F)cc3)nc3c(c(=O)c4ccccc4n3C)c2=O)cc1OC | 1.9% | 2.6 | -9.2% | 0.3% | -14.0% | 15.5% | -2.0% | i | -0.3%
33 | CCOC(=O)C1=C(C)NC(=O)NC1c1ccc(OCC(=O)N2CCCCC2)cc1 (stereo unspecified) | 4.4% | 7.6 | 0.8% | 2.6% | -1.8% | 22.6% | -15.1% | 3.9% | 12.0%[2.33 µM]
34 | C[C@H](NC(=O)Nc1ccccc1F)C(=O)O | -4.7% | 5.0 | -1.1% | -19.3% | -1.8% | 62.9%[activator] | 0.8% | . | -14.2%[59 µM]
35 | CCn1c(SCC(=O)Nc2nncs2)nnc1C(C)NC(=O)c1ccccc1Br (stereo unspecified) | -14.9% | 2.4 | 3.4% | -22.0% | -6.7% | 18.5% | -3.3% | -6.4% | -22.1%
36 | Cc1cccc(CCNC(=O)CCc2nnc(CCc3ccccc3)o2)n1 | -2.8% | 1.3 | -3.9% | 4.5% | -3.7% | 25.3% | -2.1% | -3.4% | -10.1%[0.501 µM]
37 | Cc1sc2cc3c(c(C(=O)c4ccccc4)[n+]2c1C)-c1cccc2cccc-3c12 | 4.5% | 4.9 | 2.5% | -6.5% | -24.1% | 17.5% | 3.2% | i | 2.0%[59 µM]
38 | COc1cccc2cc(C(C)N(CCCN3CCOCC3)C(=S)Nc3c(C)cccc3C)oc12 (stereo unspecified) | -2.5% | 2.3 | -1.8% | -31.7% | -32.9% | 11.8% | -0.1% | -16.3% | 16.1%[59 µM]
39 | O=C1CC(c2cc3c(cc2Br)OCO3)C2=C(CCCC2=O)N1 (stereo unspecified) | 13.5% | -2.1 | -2.4% | -4.5% | -14.2% | 25.1% | -7.6% | -7.6% | -3.6%
40 | O=C(N/N=C/c1ccc(O)c([N+](=O)[O-])c1)c1ccncc1 | 10.4% | 1.7 | -2.3% | 23.2% | -14.4% | 28.7% | 11.2% | -4.2% | .
41 | Cc1ccc(/C=C/C(=O)O)cc1S(=O)(=O)N(CCO)CCO | 5.8% | 2.5 | -9.0% | -28.3% | 7.9% | 51.6%[activator] | -7.6% | 5.4% | ?
42 | CC(C)Cn1c(N)c(C(=O)CSc2ncn[nH]2)c(=O)n(C)c1=O | 6.4% | 3.4 | -4.8% | . | -7.9% | 6.2% | 14.4% | -8.2% | .
